human PMI inhibitors – MPI inhibition at elevated mannose 6-phosphate – biochemical, fluorescence intensity, high mannose 6-phosphate, primary screen (AID 1220); recombinant PMI enzyme, coupled fluorescence intensity; higher % means a stronger effect; inhibition, % at 20 µM; hits with a dose series show IC50 in µM; 0.66% of 190,000 active
Lipid droplet – hepatic lipid droplet formation modulation | AML12 mouse hepatocytes, oleate lipid droplets, BODIPY imaging | AID 1656 | 0.4% of 240,000 active | inhibition, % at 6.5 µM;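 active = lipid droplet intensity inhibited by at least 50%, with more than 500 cells counted; inconclusive = wells with under 300 cells, treated as cytotoxic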
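Material – mouse AML12 hepatocyte cell line, fixed after treatment · Compound dosing – one dose, 6.5 µM compound · Times – compound with oleate, overnight · Measured by – Image-based BODIPY and DAPI two-channel analysis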
ER stress rescue – protection against thapsigargin-triggered cell killing – 384-well, CSM14.1, ATP luminescence, primary screen (AID 1222); CSM14.1 thapsigargin-induced death rescue, ATP luminescence; higher % means a stronger effect; one-dose cellular ATP content (survival), % at 20 µM; EC50 in µM for titrated hits; 190,000 tested, under 10 active;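 active = EC50 below 50 µM in the dose-response confirmation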;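 note: death triggered by thapsigargin at about 15 µM added after 2 h compound pretreatment; cell ATP read after overnight thapsigargin exposure of roughly 18 to 22 hours; normalized against plate controls of thapsigargin alone and 5% DMSO vehicle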
K1F lysis inhibition – protection from phage-mediated lysis, alamar blue read-out – E. coli UTI89, K1F phage, bacterial capsule biogenesis inhibitors (AID 488966); E. coli UTI89 K1F phage lysis, alamar blue, 2 h; higher % means a stronger effect; one-dose inhibition, % at 100 µM; IC50 in µM for titrated hits; 0.02% of 340,000 active;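 active = phage lysis inhibition, versus mean bacterial control, above a set limit; inconclusive = no clear call, values can overlap the other calls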;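 note: capsule biogenesis inhibitors block K1F phage lysis so surviving cells raise fluorescence; higher fluorescence means more inhibition of phage lysis; actives were called in the ten point dose series up to 300 µM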
TNAP activators – stimulation of alkaline phosphatase TNAP activity – biochemical, luminescent, no phosphate acceptor, uHTS, primary screen (AID 1001) | purified TNAP, luminescent activation assay, no phosphate acceptor; higher activation fold means a stronger effect | one-dose activation fold at 20 µM; EC50 in µM for titrated hits | 0.03% of 200,000 active; in the data active = activation fold from about 3, or a potency from the dose series; inactive = the rest, 99 in 100 with activation fold below about 1.6; note: many of its hits are not listed in these tables
human PMI inhibition – MPI enzyme activity inhibition – biochemical, fluorescence intensity, coupled assay, primary screen (AID 1209); one-dose inhibition, % at 20 µM; IC50 in µM for titrated hits; 0.42% of 190,000 active; purified PMI enzyme, coupled fluorescence intensity; higher % means a stronger effect;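 note: plate controls were DMSO vehicle for no effect and wells lacking substrate for full effect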
P. falciparum M1AAP – P. falciparum M1AAP inhibitors, biochemical, fluorogenic H-Leu-NHMec substrate, 1536-well (AID 1445). recombinant M1AAP, H-Leu-NHMec fluorogenic kinetic assay; higher % means a stronger effect. one-dose inhibition, % at 30 µM; IC50 in µM for titrated hits. 0.42% of 220,000 active;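 active = primary inhibition above the hit cutoff, then over 50% inhibition at one or more dose response concentrations, cut at about 23% in these data, passing the limit was not always enough; inconclusive = conflicting primary data, or primary hits not chosen for dose response; inactive = low primary inhibition, or under 50% at every dose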;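 note: plate controls were DMSO full reaction for no effect and no enzyme background for full effect; strong numbers were not always called active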
WT yeast gro inh – growth inhibition of WT yeast, mitochondrial fusion screen; mitochondrial fusion phenotypic screen, WT strain; 2.1% of 190,000 active; AID 1362; inhibition, % at 10 µM; in the data active = inhibition above about 58%; tested in S. cerevisiae
Myeloid diff 2 – compounds promoting myeloid differentiation; calls only at 10 µM; 1% of 360,000 active; AID 624256; ER-HoxA9 myeloid progenitors, lysozyme-GFP differentiation, flow cytometry;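 active = normalized GFP-positive differentiation at or above the plate's own cutoff, the solvent-only control mean plus 3 SD; inconclusive = no clear call, values can overlap the other calls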;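 note: cells exposed to compound for four days before flow analysis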
WT yeast gro inh mutant strain – further read-out of WT yeast gro inh, marked with its call; inhibition, %; mitochondrial fusion phenotypic screen, mutant strain inhibition
Lipid droplet cells 6.5 µM – recorded beside Lipid droplet, whose call it bears; cell count; measured here: cell count, cytotoxicity flag;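 cells counted across two imaged fields per well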
Myeloid diff 2 GFP+ MAC1+ % – further read-out of Myeloid diff 2, marked with its call; GFP+ MAC1+ double positive, %; measured here: differentiation confirmed by MAC1 staining
The depositor's hits bear a star; i = inactive; ? = inconclusive; / = no result given; + = active, no number; [ ] = remark or other dose. Cut-off read from the data, not from the text of the source, unless noted: active = inhibition above about 50%; inactive = the rest.

SMILES	human PMI inhibitors	Lipid droplet	Lipid droplet cells 6.5 µM	ER stress rescue	K1F lysis inhibition	TNAP activators	human PMI inhibition	P. falciparum M1AAP	WT yeast gro inh	WT yeast gro inh mutant strain	Myeloid diff 2	Myeloid diff 2 GFP+ MAC1+ %
Cc1nc(C(=O)NNC(=O)c2ccc(Cl)cc2)cs1	/	20	768	/	2.0%	/	/	31%	/	/	i	0.3
NC(=S)N(c1ccccc1)c1ccccc1	/	0	702	-0.7%	1.6%	1.1	/	6%	-3	2	i	0.2
O=C(COC(=O)c1ccccc1NC(=O)c1ccco1)NCC1CCCCC1	-3%	-3	732	-0.2%	-0.3%	1.1	-4%	8%	-12	-10	i	0.6
Cc1ccc2[nH]c3c(=O)n(CCN4CCNCC4)cnc3c2c1	24%	-3	628	-2.6%	0.1%	1	26%	2%	18	13	i	0.5
CCNC(=O)c1ccc(-n2nc(C(F)(F)F)c3c2CCCC3)cc1	-8%	/	/	0.2%	1.4%	1.1	-1%	16%	/	/	i	5.5
O=C(NCC1CCCO1)C(=O)NCC(c1ccco1)N1CCN(c2ccc(F)cc2)CC1 (stereo unspecified)	-6%	16	486	-0.3%	-0.1%	1.2	4%	-1%	-2	-6	i	0.7
CCOCCCNC(=O)C1CCC(=O)N1CCc1ccccc1 (stereo unspecified)	15%	7	704	0.3%	0.3%	1.1	7%	6%	-11	4	i	0.8
COc1ccc(C/C(C)=N/NC(=S)Nc2ccc(C(C)C)cc2)cc1	-9%	-17	646	-2.1%	9.1%	1.1	7%	8%	5	-3	i	0.5
O=C(COC(=O)c1cccnc1Cl)Nc1ccc2c(c1)OCO2	0%	7	723	-1.0%	0.5%	1.1	-8%	2%	0	-11	i	0.0
COc1cccc2cc(C(=O)C3=C(O)C(=O)N(Cc4ccco4)C3c3cccnc3)oc12 (stereo unspecified)	-65%	-3	777	0.4%	0.2%	1	-30%	17%	-2	-9	i	1.2
CC(C)Oc1cccc(C(=O)C2CCCN(S(=O)(=O)C(C)C)C2)c1 (stereo unspecified)	0%	0	700	1.7%	-0.3%	1	4%	0%	-12	4	i	0.5
CCCCNC(=O)c1cc2c(=O)n3cccc(C)c3nc2n(Cc2ccccc2)c1=N	5%	/	/	2.8%	0.2%	1	-2%	?	-6	-1	+	19*
COC(=O)c1cc2sccc2n1CC(=O)Nc1cc(OC)cc(OC)c1	1%	/	/	-0.8%	1.5%	1	-2%	15%	-2	11	i	1.6
CCOC(=O)Cc1nnc(NC(=O)COc2ccc(F)cc2)s1	2%	/	/	-0.3%	7.5%	1.1	4%	0%	-3	13	i	1.3
CCOC(=O)NCCc1c(C)nc2c(c(C)nn2C(C)(C)C)c1C	1%	25	807	0.7%	1.0%	1.1	7%	-6%	0	-10	i	0.0
N/C(=N\N=C\c1cccs1)SC1CC(=O)N(c2cccc([N+](=O)[O-])c2)C1=O (stereo unspecified)	-3%	-19	678	0.2%	-1.1%	1.3	-2%	4%	-3	2	i	0.3
COc1ccccc1N1CCN(C2=CC(=O)CCC2)CC1	1%	/	/	-0.3%	15%	1	4%	6%	0	-6	i	6.4
CN(C)S(=O)(=O)c1cccc(NC(=O)CN2C(=O)NC(CCc3ccccc3)C2=O)c1 (stereo unspecified)	14%	-14	617	-1.0%	-0.4%	1.1	6%	2%	4	9	i	0.4
Cc1ccc(S(=O)(=O)C(C#N)c2nc3ccccc3nc2OCCO)cc1 (stereo unspecified)	-8%	-19	718	0.5%	-0.2%	1.1	-22%	7%	-17	1	i	0.2
Cc1ccc(C)n1CCN1CCN(C(=O)c2ccc(Cl)cc2)CC1	/	8	723	/	-2.4%	/	/	3%	/	/	i	0.2

By substructure: the compounds so far containing a thiophene ring, fused or not.
SMILES	human PMI inhibitors	Lipid droplet	Lipid droplet cells 6.5 µM	ER stress rescue	K1F lysis inhibition	TNAP activators	human PMI inhibition	P. falciparum M1AAP	WT yeast gro inh	WT yeast gro inh mutant strain	Myeloid diff 2	Myeloid diff 2 GFP+ MAC1+ %
COC(=O)c1cc2sccc2n1CC(=O)Nc1cc(OC)cc(OC)c1	1%	/	/	-0.8%	1.5%	1	-2%	15%	-2	11	i	1.6
N/C(=N\N=C\c1cccs1)SC1CC(=O)N(c2cccc([N+](=O)[O-])c2)C1=O (stereo unspecified)	-3%	-19	678	0.2%	-1.1%	1.3	-2%	4%	-3	2	i	0.3

Additional structures:
SMILES	human PMI inhibitors	Lipid droplet	Lipid droplet cells 6.5 µM	ER stress rescue	K1F lysis inhibition	TNAP activators	human PMI inhibition	P. falciparum M1AAP	WT yeast gro inh	WT yeast gro inh mutant strain	Myeloid diff 2	Myeloid diff 2 GFP+ MAC1+ %
CCOc1ccccc1NS(=O)(=O)c1ccc(OC)c(OC)c1	-4%	-2	747	-1.7%	0.0%	1	-5%	6%	-11	5	i	2.9
Cc1ccc(C)n1-c1ccc(C(=O)NCc2ccncc2)cc1	-9%	-3	669	-2.3%	-0.9%	1.1	-14%	1%	-11	10	i	0.7
Cc1ccc(-n2c(-c3ccncc3)n[nH]c2=S)cc1C	3%	1	603	0.3%	-0.4%	1.1	-2%	1%	13	-5	i	0.5
COc1cc(NC(=O)COC(=O)c2nc3nc(C)cc(C)n3n2)cc(OC)c1	-7%	/	/	0.3%	1.1%	0.9	-8%	4%	-19	2	i	5.9
Cc1ccc2ncccc2c1N	64%*	12	709	-2.0%	0.1%	1.2	27%	14%	6	0	i	0.4
COc1cc(NC(=O)c2cc(CC(C)C)on2)c(OC)cc1Cl	26%	-27	617	/	0.7%	1.2	26%	1%	48	-2	i	3.2
CS(=O)c1ccccc1-c1nc(-c2cccc(Cl)c2)no1 (stereo unspecified)	-1%	0	736	-0.3%	3.3%	1.1	-8%	-3%	12	3	i	0.2
COc1cc(/C=N/NC(=O)c2cc(C)n(-c3ccc(F)cc3)c2C)cc(OC)c1O	52%*	8	663	0.7%	0.1%	1.1	10%	7%	2	2	i	1.3
COc1cccc(N2CCN(Cc3nnnn3C3CCCCC3)CC2)c1	10%	0	702	1.9%	-0.7%	1	8%	0%	8	20	i	0.6
CCC(C)Oc1cccc(OCCCCN2C(=O)NC(C)(C)C2=O)c1 (stereo unspecified)	18%	-1	635	-3.2%	0.4%	1.1	19%	-1%	-6	-14	i	4.6
CN1C(=O)/C(=C\C(=O)c2cccs2)c2ccccc21	2%	29	672	0.4%	-1.1%	1.1	4%	2%	78	80	i	0.2
Nc1ccc(C(=O)Nc2nccs2)cc1	6%	12	693	-1.6%	0.3%	1.1	3%	-2%	1	16	i	0.5
Cc1onc(-c2ccccc2)c1C(=O)NCC(O)c1ccccc1 (stereo unspecified)	/	11	692	/	0.1%	/	/	7%	/	/	i	0.5
COc1cc2c(cc1OC)C(c1cccc([N+](=O)[O-])c1)N(C(=O)c1ccc(F)cc1)CC2 (stereo unspecified)	0%	/	/	3.1%	0.2%	1	0%	10%	15	19	i	1.1
CN(Cc1ccccc1)C(=O)c1ccccc1-c1ccccc1	3%	-24	684	3.1%	-0.3%	1.1	4%	5%	12	10	i	1.0
Cc1cc(C(=O)COC(=O)Cn2c(C(F)(F)F)nc3ccccc32)c(C)n1Cc1ccco1	5%	/	/	1.1%	0.2%	1	6%	5%	-3	1	i	1.5
CCOC(=O)c1[nH]c2ccc(F)cc2c1NC(=O)c1cc(OC)c(OC)c(OC)c1	17%	6	615	-0.6%	0.2%	1	18%	8%	-22	7	i	0.5
COc1ccc(Nc2nc3[nH]c(=O)cc(O)c3s2)cc1	/	1	660	-1.0%	0.9%	1.2	50%*	12%	3	1	i	0.2
Cc1oc(/N=C/c2cccc3ccccc23)c(C#N)c1C	20%	/	/	-1.0%	1.3%	1.2	37%	0%	-11	-10	i	6.2
CC(C)CN(CC(C)C)S(=O)(=O)N1CCC(C(=O)N2CCc3ccccc3C2)CC1	-3%	14	733	-0.2%	1.6%[50 µM]	1.1	-4%	3%	3	-22	i	1.4
Cc1cc2cc(CNC(=O)C(C)Oc3ccccc3)ccc2n1C (stereo unspecified)	/	-4	720	/	0.2%	/	/	2%	/	/	i	0.8
COc1cccc(C(=O)NCC(=O)N/N=C/c2ccc(OC(=O)c3cccs3)c(OC)c2)c1	14%	25	708	-3.6%	-0.1%	1.1	20%	19%	5	-33	i	0.5
CCOC(=O)CSC1=C(C#N)C(c2ccc(C)cc2)C2=C(CCCC2=O)N1 (stereo unspecified)	1%	/	/	1.1%	-0.2%	1.2	-4%	3%	-1	12	i	0.6
COc1ccc(C2CC(c3ccccc3)=NN2c2ccc(N)cc2)cc1 (stereo unspecified)	11%	-5	672	-2.5%	5.9%	0.9	16%	6%	38	18	i	0.3
N#C/C(=C\c1ccc[nH]1)Sc1nc2ccccc2s1	10%	/	/	1.6%	-0.1%	1.1	9%	3%	4	-43	i	1.0
c1coc(-c2nn3c(-c4ccco4)nnc3s2)c1	-1%	/	/	0.0%	0.3%	1.1	-3%	7%	4	4	i	0.7
Cc1ccc(C)c(-c2nc3ccc(N)cc3[nH]2)c1	11%	2	727	-1.5%	0.1%	1.1	14%	6%	5	-12	i	1.4
NC(=O)NC(=O)COC(=O)[C@H](Cc1ccccc1)NC(=O)c1cccs1	1%	-1	681	/	0.2%	1	-4%	1%	4	5	i	0.5
COc1cc(C2C3C(=O)N(c4ccccc4)C(=O)C3ON2c2ccccc2)cc(OC)c1OC (stereo unspecified)	6%	/	/	-1.5%	0.1%	1.1	14%	2%	-17	-1	i	0.3
CC(=O)Nc1c(C#N)c(C(C)(C)C)cn1C	2%	-4	775	-3.3%	4.7%	1.1	11%	8%	-15	-3	i	1.6
CC(C)CC(=O)NC(=S)Nc1ccc(S(=O)(=O)N2CCCC2)cc1	-1%	0	709	-0.8%	-0.5%	1	8%	7%	9	18	i	0.1
O=S(=O)(Nc1ccc(-c2nnc(SCc3ccc(Cl)cc3)o2)cc1)c1ccccc1	14%	1	724	-1.5%	-2.2%[50 µM]	1	20%	1%	34	13	i	0.3
Cc1cc(NC(=O)c2noc3c2CCCCC3)nn1Cc1ccc(Cl)cc1	15%	-8	761	1.1%	-0.5%	1.1	16%	3%	-15	-34	i	6.6
CCOC(=O)c1sc2nc(NC(=O)C(C)(C)C)sc2c1C	14%	/	/	-1.2%	-1.9%	1.2	14%	13%	10	15	i	2.8

Assay outcomes deposited in PubChem BioAssay by several laboratories.
